High-throughput results deposited in PubChem by several laboratories.
MC4R antag cAMP – human MC4R antagonism in cAMP assay; inhibition, % at 6.5 µM; MC4R-expressing cells, MTII-stimulated cAMP, LANCE TR-FRET; actives 0.48% (n = 360,000); P32245;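 active means inhibition above its plate's cutoff, the mean of tested wells on that plate plus 3 SD, cut at about 29% in these data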;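 further: 0% = Melanotan II alone and 100% = Melanotan II plus saturating MCL0020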
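Material: human MC4R-expressing U2OS cells. Probe or stimulus: Melanotan II challenge. Dosing: 6.5 µM single dose. Times: 30-min compound, 1-h challenge, 1-h detection, room temperature. Technique: TR-FRET with Eu-cAMP and labeled anti-cAMP, 671 nm. Replication: singlicate.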
N-glyco inh – blocks N-linked glycosylation in D54 reporter cells | actives 0.23% (n = 360,000) | AID 588692 | reporter increase, % at 12.5 µM | D54 ERlucT glycosylation luciferase reporter, 24 h; percent of 100 nM tunicamycin response;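 active means mean luciferase reporter signal, scaled so untreated is 0 and the glycosylation-blocking control 100, at or above a set limit in every replicate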;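 further: luciferase carries N-glycosylation sites so blocking glycosylation raises the light; 0% = median of neutral control wells and 100% = median of 100 nM tunicamycin wells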
NCOA2 inhibitor – inhibits human steroid receptor coactivator 2 | Q15596 | HEK293 GAL4-SRC2 luciferase reporter, luminescence | inhibition, % at 9 µM | actives 0.17% (n = 370,000);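 active means inhibition above the mean inhibition of all tested compounds plus 3 SD, set per campaign, cut at about 52% in these data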;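 further: 0% = DMSO treated cells and 100% = cells given Gossypol at 36 µM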
MC4R barr agon – agonists of human melanocortin 4 receptor (MC4R) beta-arrestin; U2OS MC4R beta-arrestin complementation, luminescence; percent of melanotan II response, DMSO zero; activation, % at 8.9 µM; actives 0.98% (n = 360,000); AID 540308;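 active means activation above a per-plate cutoff, the mean activation of sample wells on that plate plus 3 SD, cut at about 8% in these data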
TLR9-MyD88 inh – blocks human TLR9 binding to MyD88; Q9NR96+Q99836; CHO BLA complementation TLR9-MyD88, CCF4 FRET ratio; inhibition, % at 4.98 µM; actives 0.21% (n = 340,000);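 active means inhibition above the mean over all tested compounds plus 3 SD, cut at about 21% in these data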;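 further: 0% = DMSO only wells and 100% = clavulanate BLA inhibitor control wells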
HTR2A ag – mouse HTR2A agonism via beta-arrestin recruitment; activation, % at 7.6 µM; P35363; actives 0.66% (n = 360,000); CHO-K1 mHTR2A beta-arrestin complementation, luminescence; percent of 30 µM serotonin response;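 active means activation above a run cutoff, the mean activation of all tested compounds plus 3 SD, cut at about 14% in these data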;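 further: 0% = plate median of compound wells and 100% = 30 µM serotonin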
Target sequence (P35363 whole entry, looked up): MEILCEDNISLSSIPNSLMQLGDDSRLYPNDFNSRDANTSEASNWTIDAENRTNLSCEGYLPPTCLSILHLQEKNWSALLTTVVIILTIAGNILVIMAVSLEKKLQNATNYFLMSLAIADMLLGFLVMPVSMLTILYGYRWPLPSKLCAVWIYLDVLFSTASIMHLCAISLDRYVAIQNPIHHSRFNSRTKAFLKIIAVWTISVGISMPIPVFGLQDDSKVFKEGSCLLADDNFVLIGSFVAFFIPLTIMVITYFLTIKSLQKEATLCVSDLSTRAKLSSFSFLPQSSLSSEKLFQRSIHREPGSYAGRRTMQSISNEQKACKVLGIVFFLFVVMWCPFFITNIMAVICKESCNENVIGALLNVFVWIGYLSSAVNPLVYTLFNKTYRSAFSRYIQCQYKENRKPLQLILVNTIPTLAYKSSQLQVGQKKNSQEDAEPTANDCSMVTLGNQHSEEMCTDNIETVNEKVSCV
ABHD5-PLIN5 inh – inhibitors of human ABHD5-perilipin-5 interaction. AID 602281. actives 0.78% (n = 360,000). Q00G26+Q8WTS1. inhibition, % at 4 µM. Split G. princeps luciferase complementation, luminescence, 4 h;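 active means inhibition above the mean inhibition across every tested compound plus 3 SD, cut at about 22% in these data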;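 further: 0% = DMSO only wells and the 100% control is not disclosed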
Cardio protect – myocardial damage modulation in H9c2 cells; H9c2 cardiomyocytes, H2O2 injury protection, ATPLite, 2 h; protection from H2O2 cell death, % at 20 µM; actives 0.63% (n = 360,000); AID 588492;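 active means compounds giving at least 50% protection of heart cells from peroxide-induced death in the single-dose screen, raw or plate-pattern-corrected value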;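 further: 0% = DMSO wells with peroxide and 100% = DMSO wells without peroxide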
ABCB6 inh 2 – blocks the human ABCB6 transporter. K562-ABCB6 porphyrin accumulation, flow cytometry, 1 h; stronger effect = lower value. fluorescence ratio to DMSO, % at 10 µM. actives 0.19% (n = 360,000). Q9NP58;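 active means fluorescence ratio to DMSO below 75%, the collection mean minus 3 SD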;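 further: signal is porphyrin accumulated inside mitochondria; 100% equals median channel fluorescence of DMSO control wells; lower ratio means ABCB6 inhibition with less porphyrin fluorescence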
NOD2 RIPK2 PPI – inhibitors of human NOD2-RIPK2 interaction | O43353 | CHO BLA complementation NOD2-RIPK2, CCF4 ratio | inhibition, % at 4.98 µM | actives 0.38% (n = 360,000) | AID 624267; in the data active means inhibition above about 21%;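 further: 0% = vehicle only and 100% = reference blocker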
Target sequence (O43353 whole entry, looked up): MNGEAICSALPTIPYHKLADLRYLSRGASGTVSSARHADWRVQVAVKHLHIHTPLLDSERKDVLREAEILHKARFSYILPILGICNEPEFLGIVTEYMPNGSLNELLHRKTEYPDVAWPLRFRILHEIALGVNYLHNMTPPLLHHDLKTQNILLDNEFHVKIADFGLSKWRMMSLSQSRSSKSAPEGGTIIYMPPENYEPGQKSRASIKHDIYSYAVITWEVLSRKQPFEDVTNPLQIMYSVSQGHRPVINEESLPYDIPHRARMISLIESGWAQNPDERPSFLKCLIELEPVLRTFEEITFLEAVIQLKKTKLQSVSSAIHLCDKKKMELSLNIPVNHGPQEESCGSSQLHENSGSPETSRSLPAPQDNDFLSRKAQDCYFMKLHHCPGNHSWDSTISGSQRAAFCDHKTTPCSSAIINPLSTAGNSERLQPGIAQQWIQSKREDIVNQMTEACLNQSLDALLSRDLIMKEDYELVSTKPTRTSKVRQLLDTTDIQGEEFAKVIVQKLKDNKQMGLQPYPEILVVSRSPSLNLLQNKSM
Numbers without * were called inactive; . = not tested or not shown. An excerpt, so the mix of outcomes need not match the whole.

canonical_smiles	MC4R antag cAMP	N-glyco inh	NCOA2 inhibitor	MC4R barr agon	TLR9-MyD88 inh	HTR2A ag	ABHD5-PLIN5 inh	Cardio protect	ABCB6 inh 2	NOD2 RIPK2 PPI
NS(=O)(=O)c1ccc2c(c1)C(=NO)c1cc(S(N)(=O)=O)ccc1-2	13	1	-15	-1.2	10	-4	4	2	94	6
O=C(N/N=C/c1ccc(-c2ccc([N+](=O)[O-])cc2)o1)[C@H]1C[C@@H]1c1ccccc1	3	-4	-31	-2.0	11	-4	0	-2	104	3
COc1ccc(-c2ccc(CN3C(C(C)C)C(=O)N(Cc4cn(Cc5ccco5)nn4)CCS3(=O)=O)cc2)cn1 (configuration not stated)	4	-5	10	-0.4	2	-3	4	2	90	-5
CC(C)(C)c1ccc(NC(=O)COC(=O)CCc2nc3ccccc3c(=O)[nH]2)cc1	15	0	-11	-0.3	-3	3	2	36	102	4
CSc1nnc(-c2cc(-c3ccc(C)cc3)nc3ccccc23)o1	-2	-1	-1	-2.5	6	-2	-3	-4	99	-6
Cn1c(CCN2CCCCC2)nc2cc(NC(=O)COc3ccc([N+](=O)[O-])cc3)ccc21	11	-10	-17	-4.4	-1	-2	3	5	101	2
CC1CCN(c2ccc(NC(=O)c3cccnc3)cc2)CC1	1	0	-66	1.0	-1	-4	1	-1	121	-7
O=C(CC1SC(=Nc2ccccc2)N(CCO)C1=O)Nc1ccccc1 (configuration not stated)	-3	1	14	-1.0	-8	3	7	-8	97	-2
Cn1nc(C(=O)Nc2cccc(S(=O)(=O)N3CCOCC3)c2)c2ccccc2c1=O	12	11	-8	-1.5	1	7	1	6	93	-8
COc1ccc(CNc2oc(-c3cccc4ccccc34)nc2C#N)cc1	11	-2	0	1.9	-2	-6	-14	-9	98	-3
COc1ccc(C(=O)Nc2nc(CC(=O)NCCc3cccc(OC)c3)cs2)cc1	0	-1	-20	-2.0	2	7	-4	-8	100	-5
Cc1ccc(C)c(S(=O)(=O)ON2C(=O)c3ccccc3C2=O)c1	-10	16	-41	-2.2	-7	-6	0	-6	100	5

canonical_smiles	MC4R antag cAMP	N-glyco inh	NCOA2 inhibitor	MC4R barr agon	TLR9-MyD88 inh	HTR2A ag	ABHD5-PLIN5 inh	Cardio protect	ABCB6 inh 2	NOD2 RIPK2 PPI
COC(=O)C1=NNC2(c3ccc(Cl)cc3)C(=O)N(c3ccccc3)C(=O)C12 (configuration not stated)	19	0	5	2.4	-4	-1	5	4	103	-16
Cc1ccccc1NS(=O)(=O)c1ccc(C(=O)N2CCN(c3ccccn3)CC2)cc1	4	-3	-16	-3.3	3	2	3	-10	87	-3
O=C(NC(c1ccc(Cl)cc1)c1ccsc1)C1CCN(CCOc2ccc(Cl)cc2)CC1 (configuration not stated)	-1	1	-14	4.3	.	-4	11	9	100	-4
FC(F)(F)c1ccccc1C1=CC(c2ccccc2)n2ncnc2N1 (configuration not stated)	-6	3	-17	-0.2	9	2	1	-2	98	8
CCOc1ccc(S(=O)(=O)NCc2cccnc2)cc1C(C)C	-3	0	-13	-0.1	-4	-8	-2	-6	93	-3
O=C(COC(=O)c1ccco1)Nc1cc(S(=O)(=O)N2CCCCC2)ccc1Cl	-3	1	11	-1.5	2	-1	6	0	99	-3
O=C(NCc1ccncc1)C1CCCN(S(=O)(=O)c2cc(Cl)ccc2Cl)C1 (configuration not stated)	1	0	18	-2.3	4	6	-8	-2	89	-18
O=C(NNC(=O)c1ccccn1)c1ccc(OC(F)F)cc1	-2	-10	-13	-3.9	-1	-14	-1	14	100	1
COc1ccccc1OC(=O)c1cc(Cl)nc2ccccc12	15	-3	-4	-0.6	9	-2	3	-5	101	-7
C/C(=N/NS(=O)(=O)c1cc(C)ccc1C)c1ccncc1	1	3	-2	-2.5	-2	3	-11	-1	98	6
CCOc1cccc(/C=N/NC(=O)C2CCCC2)c1O	4	-2	13	-3.6	-3	2	-1	18	85	-4
CCCCCOc1ccc(C(=O)CCC(=O)Nc2ccc(NC(C)=O)cc2)cc1	-1	3	-6	2.1	6	-7	-7	-4	99	-16

canonical_smiles	MC4R antag cAMP	N-glyco inh	NCOA2 inhibitor	MC4R barr agon	TLR9-MyD88 inh	HTR2A ag	ABHD5-PLIN5 inh	Cardio protect	ABCB6 inh 2	NOD2 RIPK2 PPI
O=S(=O)(c1cnc(Cl)c(Br)c1)N1CCN(c2ncccn2)CC1	15	-2	1	-1.9	3	6	-4	5	99	-7
COc1ccc(-c2csc3[nH]c(=S)n(-c4ccccc4)c(=O)c23)cc1OC	0	2	18	-1.6	-6	5	0	3	102	-16
CC(C(=O)Nc1ccccc1Cl)c1ccc([N+](=O)[O-])cc1 (configuration not stated)	19	-2	-8	-0.6	4	0	-1	3	98	-8
CSc1nnc2c(n1)OC(c1cccn1C)N(C(C)=O)c1ccccc1-2 (configuration not stated)	8	1	-9	-0.3	-8	3	2	3	93	-8
Cc1ccc(/C=C2/C(=O)c3ccc(C(=O)O)cc3C2=O)o1	-9	1	-3	-1.0	14	2	8	14	107	-23
CCOC(=O)C(C)Oc1cccc2c(=O)n(CC(=O)N3CCc4ccccc43)ccc12 (configuration not stated)	0	-2	-16	1.7	-3	4	11	-2	95	3
CC(NCc1ccc2c(c1)OCO2)C(=O)NC1CCCc2ccccc21 (configuration not stated)	1	2	-11	2.5	1	-1	3	0	101	4
O=C(Nc1ccc(C(F)(F)F)cc1)c1cccnc1N1CCOCC1	4	2	10	-0.7	-6	2	-6	3	110	5
CC(=O)c1cccn1S(=O)(=O)c1ccccc1	8	0	-1	-1.6	1	-5	-2	4	94	-2
COc1ccc(C2N=C(N)N=C(N)N2c2ccccc2)cc1OC (configuration not stated)	4	-1	-22	-0.7	10	-1	-3	-2	98	0
CNc1nc(C)cc(C)c1S(=O)(=O)c1ccc(Cl)cc1	1	-3	-10	-2.6	5	-5	-7	-9	108	-6
CN(C)CCN1C(=O)C(=O)/C(=C(/O)c2ccc(F)cc2)C1c1ccccc1 (configuration not stated)	3	2	7	0.1	-10	0	-1	7	115	-8

canonical_smiles	MC4R antag cAMP	N-glyco inh	NCOA2 inhibitor	MC4R barr agon	TLR9-MyD88 inh	HTR2A ag	ABHD5-PLIN5 inh	Cardio protect	ABCB6 inh 2	NOD2 RIPK2 PPI
COc1ccc(C(=O)Nc2nnc(C3=COCCO3)o2)cc1	15	3	0	-2.7	-12	-2	-1	-1	100	3
CC(=O)c1ccc(NC(=S)NCc2cccnc2)cc1	-4	1	4	-3.7	3	-6	-2	-5	100	4
CNC(=O)Cn1c(C)cc(=O)c2cccc(OC)c21	-1	3	5	-2.1	.	5	-1	1	97	8
COc1ccc(OC)c(S(=O)(=O)N2CCC(C(=O)Nc3ccccc3)CC2)c1	4	-1	13	-2.0	8	-7	-4	19	96	6
Cc1ccccc1NC(=O)N1CCNC(=O)C1CC(=O)Nc1cc(Cl)ccc1Cl (configuration not stated)	6	1	-10	1.7	-1	-12	8	-2	98	-4
COc1ccc(CCNC(=O)Cn2nnc(C(=O)Nc3ccc(Br)cc3)c2N)cc1OC	3	-1	1	-1.3	7	10	-3	-9	97	-8
N#C/C(=C/c1cccnc1)c1ccccc1	-1	-1	-57	-0.6	15	-2	-5	-1	99	7
Cc1csc2nc3ccccc3c(=O)n12	-9	1	-33	-1.3	-4	1	1	12	107	-8
O=C(CSc1ccc(Cl)cc1)Nc1nnc(-c2ccco2)o1	3	1	-10	-1.6	5	-4	8	18	99	-2
CCn1c2ccccc2c2cc(/C(C)=N/O)ccc21	-6	0	-33	0.3	8	7	1	-7	88	-4
CC(C)(C)OC(=O)NCCCCCNC(=O)c1[nH]cnc1C(=O)Nc1ccccc1	9	-1	-7	1.3	5	0	1	35	96	1
CC(C[N+](C)(C)C)OC(N)=O (configuration not stated)	7	-1	-7	-0.7	-5	-2	2	-9	107	-3

canonical_smiles	MC4R antag cAMP	N-glyco inh	NCOA2 inhibitor	MC4R barr agon	TLR9-MyD88 inh	HTR2A ag	ABHD5-PLIN5 inh	Cardio protect	ABCB6 inh 2	NOD2 RIPK2 PPI
CC(C)NC(=O)c1cc(C2CCCCN2S(=O)(=O)c2ccc(C#N)cc2)on1 (configuration not stated)	4	0	3	-1.4	.	1	-8	1	97	12
CC(C)CC(NC(=O)c1ccc(Cl)cc1Cl)C(=O)O (configuration not stated)	5	2	1	-0.3	-1	9	10	-10	100	-7
O=C(O)CCCC(=O)N1CCN(c2cccc(Cl)c2)CC1	8	0	-25	-0.5	-2	11	2	1	97	-8
c1ccc2c3c([nH]c2c1)-c1[nH]ncc1CC3	15	1	-27	-2.0	1	0	-17	-15	96	-4
Cc1cc(/C=C2/NC(=O)N(Cc3ccccc3F)C2=O)c(C)n1C(C)C	8	-4	-1	1.0	8	-4	-2	7	100	5
COc1ccc(OC)c(NC(=O)c2cc3n(n2)C(C(F)(F)F)CC(c2ccc4c(c2)OCO4)N3)c1 (configuration not stated)	6	2	-2	-0.9	-2	-3	-7	2	101	0
Cc1cc(C(=O)NNC(=O)CN2C(=O)NC3(CCCCC3)C2=O)c(C)o1	6	0	13	1.4	-6	-3	-1	0	97	-12
COC(=O)CN(c1cccc(C(C)=O)c1)S(C)(=O)=O	-6	3	4	4.0	-14	4	5	-1	102	-2
COC(=O)c1sc(NC(=O)c2cc(-c3ccccc3)nc3ccccc23)c(C#N)c1C	-9	-7	7	5.8	-14	10	-16	-34	94	7
Cc1[nH]n(C)c(=O)c1C(=O)c1c(-c2c(Cl)cccc2Cl)noc1C	12	8	-12	-0.9	-1	-8	-1	0	97	-6
